PHOSPHO1 block: inhibitors of human PHOSPHO1 phosphatase. recombinant PHOSPHO1, absorbance phosphatase assay. Q8TCT1. 1.1% of 290,000 active. inhibition, % at 13.3 µM; in the data active means inhibition above about 60%
GPR7 antagonist: human neuropeptides B/W receptor 1 antagonism; 1.1% of 290,000 active; GPR7-expressing cells, fluorescence antagonist assay; inhibition, % at 4.4 µM; P48145; in the data active means inhibition above about 16%, passing the limit was not always enough;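 further: cells stimulated with the agonist NPW; 0% = agonist with vehicle and 100% = vehicle without agonist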
Target sequence (P48145 whole entry, looked up): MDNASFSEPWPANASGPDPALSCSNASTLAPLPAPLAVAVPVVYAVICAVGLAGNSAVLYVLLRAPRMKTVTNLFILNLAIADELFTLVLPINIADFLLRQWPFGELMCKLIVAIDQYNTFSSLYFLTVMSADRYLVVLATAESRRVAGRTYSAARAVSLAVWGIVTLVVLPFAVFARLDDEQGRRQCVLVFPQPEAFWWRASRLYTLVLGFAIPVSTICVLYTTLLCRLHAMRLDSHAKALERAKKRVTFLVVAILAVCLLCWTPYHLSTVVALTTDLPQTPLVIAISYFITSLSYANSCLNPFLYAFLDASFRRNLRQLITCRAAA
GalR3 antag: human GalR3 antagonism | inhibition, % at 3 µM | HEK293 GalR3-CNG cAMP membrane potential fluorescence; galR3 body fused to GalR1 C-terminus | 0.44% of 360,000 active | O60755 | AID 651719;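 active means inhibition above the screen-wide average plus 3 SD, cut at about 13% in these data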;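 further: forskolin and galanin both at EC90 stimulate the cells; cAMP rise reported by CNG channel membrane potential dye signal; 0% = forskolin plus galanin with DMSO and 100% = forskolin alone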
Target sequence (O60755 1-299 limits assumed): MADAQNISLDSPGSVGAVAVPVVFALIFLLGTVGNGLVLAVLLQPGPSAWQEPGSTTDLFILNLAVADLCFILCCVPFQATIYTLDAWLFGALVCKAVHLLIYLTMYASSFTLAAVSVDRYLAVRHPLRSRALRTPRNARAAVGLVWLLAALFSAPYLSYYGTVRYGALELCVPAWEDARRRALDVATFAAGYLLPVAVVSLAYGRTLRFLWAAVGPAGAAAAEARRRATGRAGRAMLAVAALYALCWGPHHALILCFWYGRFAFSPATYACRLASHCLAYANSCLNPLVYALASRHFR
MEKK2 mut-MEK5: signal of MEK5 binding to mutant human MEKK2 PB1 domain; bead flow cytometry, Alexa488-MEK5 binding to MEKK2 mutant; percent response, % at 10 µM; 0.35% of 290,000 active; AID 1530; in the data active means percent response above about 24%, passing the limit was not always enough; further: inactives centre near 1; some results filed as inactive read as strong as hits; reference of the scale not given here
MEKK3 PB1 HTS: modulators (inhibitors or enhancers) of MEK5 binding to human MEKK3 PB1 domain. bead-based flow cytometry, Alexa488-MEK5 binding to MEKK3; actives lie on both sides; 0 = blocked by unlabeled MEK5, 100 = vehicle. AID 1529. 1.4% of 290,000 active. binding response (% of control), % at 10 µM;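 active means binding response more than 3 SD above or below the average of its plate-row segment, actives on both sides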;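 further: Alexa488 bead fluorescence after subtracting the streptavidin-only scavenger bead signal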
MEKK2 WT-MEK5: raises or lowers MEK5 binding to wildtype human MEKK2 PB1 domain; Q9Y2U5; bead flow cytometry, Alexa488-MEK5 binding to MEKK2 WT; actives lie on both sides; binding response (% of control), % at 10 µM; 1.1% of 290,000 active; in the data active means binding response below about 67% or above about 130%
NALP1 inh: NALP1 inhibition; 0.61% of 280,000 active; S. cerevisiae NALP1/ASC/caspase-1 growth, X-gal OD620, 72 h; inhibition, % at 10 µM; in the data active means inhibition mostly above about 24%, no sharp cut-off; inactive means mostly below about 32%; further: some compounds called inactive have numbers as strong as hits
V1aR counter: counter-screen for oxytocin receptor agonists: human V1a receptor agonists. 0.25% of 320,000 active. activation, % at 3 µM. P37288. CHO-V1R cells, Fluo-8 calcium fluorescence, agonist mode; 0% DMSO, 100% 3 nM vasopressin;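 active means activation above the mean activation of all tested compounds plus 3 SD, per screening run, cut at about 20% in these data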;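 further: signal is peak over basal fluorescence ratio across a 100 second FLIPR read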
Target sequence (P37288 whole entry, looked up): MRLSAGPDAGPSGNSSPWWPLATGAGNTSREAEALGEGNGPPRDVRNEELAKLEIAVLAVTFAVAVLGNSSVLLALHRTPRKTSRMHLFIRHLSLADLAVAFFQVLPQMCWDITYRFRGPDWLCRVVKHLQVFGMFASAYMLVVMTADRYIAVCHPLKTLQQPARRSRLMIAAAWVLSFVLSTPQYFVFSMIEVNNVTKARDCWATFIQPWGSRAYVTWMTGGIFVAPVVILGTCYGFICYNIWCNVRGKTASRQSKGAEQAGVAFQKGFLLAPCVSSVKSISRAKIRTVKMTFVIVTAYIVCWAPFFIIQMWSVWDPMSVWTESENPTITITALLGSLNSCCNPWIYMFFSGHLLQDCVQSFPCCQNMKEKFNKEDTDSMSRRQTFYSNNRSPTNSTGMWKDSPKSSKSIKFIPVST
OXTR agonist: activates the human oxytocin receptor | P30559 | CHO-OTR cells, Fluo-8 calcium fluorescence; normalized: DMSO 0%, oxytocin 100% | activation, % at 3 µM | 0.32% of 320,000 active | AID 2435;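 active means activation above the mean of all tested compounds plus 3 SD, cutoff set per screening run, cut at about 20% in these data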;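 further: peak over basal fluorescence ratio from a 100 s FLIPR kinetic read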
* marks the source's active call; other numbers are inactive results; nt = no result given.

SMILES	PHOSPHO1 block	GPR7 antagonist	GalR3 antag	MEKK2 mut-MEK5	MEKK3 PB1 HTS	MEKK2 WT-MEK5	NALP1 inh	V1aR counter	OXTR agonist
CCC1(C)Cc2ccccc2-c2[nH]c(=S)[nH]c(=O)c21 (configuration not stated)	-8	-16	-8	2	101	102	1	3.9	0.1
CC1CC(C)CN(C(=O)c2ccc(CNc3c(N4CCCC4)c(=O)c3=O)cc2)C1 (configuration not stated)	13	-2	0	-20	86	88	nt	-0.2	0.4
CC(=O)Nc1ccc(/C=N\NC(=O)CNS(=O)(=O)c2ccc([N+](=O)[O-])cc2)cc1	-99	12	-2	-9	103	96	-10	-0.1	0.5
O=C1CNC(=O)/C1=C\N1CCN(C(c2ccccc2)c2ccccc2)CC1	18	-5	0	2	106	108	12	-0.3	-0.1
O=C(COC(=O)c1cc(Cl)ccc1Cl)NC1CCCC1	36	-7	-9	3	103	106	11	-1.2	-1.5
Cc1cc(O)ccc1NS(=O)(=O)c1ccc2c3c(cccc13)C(=O)N2	16	-8	0	3	101	99	3	2.8	0.7
Cc1cc(C)c(S(=O)(=O)Nc2nnc(C3CCCCC3)s2)c(C)c1	nt	-6	1	11	106	110	5	0.5	-1.9
Cc1cc(C(=O)OCC(=O)N2CC(C)CC(C)C2)c(C)o1 (configuration not stated)	-8	-15	-4	3	103	103	19	-1.4	-1.8
COc1ccc(Oc2nc(OC)cc(OC)n2)cc1	-1	-13	-6	-5	101	96	-12	-0.9	-1.7
CCNC(=O)NC(=O)COc1ccccc1C#N	11	-6	-6	5	101	101	13	0.1	0.7
CC(Sc1ccccc1)C(=O)Nc1ccccc1C(=O)N1CCOCC1 (configuration not stated)	-14	0	5	12	105	105	43	-0.3	-0.5
Cn1c(=O)c2cn3c(c2n(C)c1=O)C(c1ccccc1)CC(c1ccccc1)=N3 (configuration not stated)	-2	-6	2	10	103	98	nt	0.0	-1.5
Cc1nc(NS(=O)(=O)c2cccs2)c2c3c(sc2n1)CCC3	27	-7	-6	-1	103	98	12	-0.4	-1.6
C=CCN1C=CC(=CC=C(C#N)C#N)C=C1	28	-1	1	-1	105	101	0	19	23*
CCOc1ccc(CNc2ncc(-c3ccccc3)n2C)cc1	36	-11	-8	4	103	105	18	1.6	-0.5
O=C1NC(Cc2ccccc2)C(=O)N1Cc1cc([N+](=O)[O-])cc2c1OCOC2 (configuration not stated)	-33	-6	1	-4	97	95	-2	-1.8	-1.5
COCCCNC(=O)COc1ccc2oc3c(c2c1)CCCC3	32	-1	-7	0	100	98	15	3.7	0.9
O=C(NNS(=O)(=O)c1cc(Cl)cc(Cl)c1)c1sccc1-n1cccc1	19	-10	-6	-4	101	96	2	2.1	-1.4
Cc1cccc(NC(=O)C2CCC(CNC(=O)[C@@H]3Cc4ccccc4CN3)CC2)c1 (some centres not stated)	18	-7	-7	2	103	107	2	3.5	13
CCOC(=O)CCN1C(=O)c2ccccc2Sc2ncccc21	42	-13	-7	4	106	111	20	0.3	0.3
CC(=O)NS(=O)(=O)c1ccc(NC(=O)c2cccc(S(=O)(=O)N3CCc4ccccc43)c2)cc1	5	-8	-4	nt	nt	nt	8	-0.4	0.2
COc1ccc(CCn2c(=N)c(C(=O)NC3CCCC3)cc3c(=O)n4cccc(C)c4nc32)cc1	24	-10	-3	5	100	109	3	-1.0	-0.6
COc1cccc(OCC(Cn2cnc3ccccc32)OC(C)=O)c1 (configuration not stated)	-8	-11	-6	12	109	111	-3	0.5	0.1
COc1cc(OC)cc(C(=O)N[C@H](C(=O)OCC(=O)c2ccc3c(c2)NC(=O)CO3)C(C)C)c1	2	15	5	-6	86	89	9	-0.4	-1.6
CN(C)C(=O)c1cc(C(=O)c2ccc(F)cc2F)c[nH]1	16	0	-7	2	101	100	15	1.7	0.9

Among those listed so far, 3 have a halogen:
SMILES	PHOSPHO1 block	GPR7 antagonist	GalR3 antag	MEKK2 mut-MEK5	MEKK3 PB1 HTS	MEKK2 WT-MEK5	NALP1 inh	V1aR counter	OXTR agonist
O=C(COC(=O)c1cc(Cl)ccc1Cl)NC1CCCC1	36	-7	-9	3	103	106	11	-1.2	-1.5
O=C(NNS(=O)(=O)c1cc(Cl)cc(Cl)c1)c1sccc1-n1cccc1	19	-10	-6	-4	101	96	2	2.1	-1.4
CN(C)C(=O)c1cc(C(=O)c2ccc(F)cc2F)c[nH]1	16	0	-7	2	101	100	15	1.7	0.9

Further records follow:
SMILES	PHOSPHO1 block	GPR7 antagonist	GalR3 antag	MEKK2 mut-MEK5	MEKK3 PB1 HTS	MEKK2 WT-MEK5	NALP1 inh	V1aR counter	OXTR agonist
CNCCC(Oc1ccccc1OC)c1ccccc1 (configuration not stated)	nt	nt	-6	4	108	116	nt	-0.3	-0.9
Cc1cc2c(C)cc(=O)oc2c2c1NCCC2	2	-23	-6	-4	91	96	14	-1.8	-3.0
C#CCOCCOCCOCCNc1nc(N2CCOCC2)nc(N2CCN(C(=O)[C@H](Cc3ccc(O)cc3)n3cc([C@@H](N)CC(C)C)nn3)CC2)n1	52	-15	2	8	103	113	-12	0.9	-0.2
COc1ccc(-n2cnnc2SCC(=O)Nc2cccc(S(N)(=O)=O)c2)cc1	32	-1	-8	0	103	103	2	0.2	-0.3
Cc1ccc(NC(=O)/C(C#N)=C/c2ccsc2)c(C)c1	-9	-10	-2	0	102	105	22	0.0	-0.8
C=CCOc1c(CNc2ccc(S(N)(=O)=O)cc2)cccc1OC	-17	-11	0	5	108	106	2	6.7	0.1
C=CCn1c(C(C)NC(=O)c2ccccc2)n[nH]c1=S (configuration not stated)	80*	-5	-8	-1	94	92	1	0.7	1.0
O=C(Cn1nnc(-c2cccs2)n1)OC1CCCCC1	7	-3	-1	-4	102	97	31	-1.3	-1.4
COc1ccc(N2CCN(Cc3nc4c(c(=O)[nH]c(=O)n4C)n3CC(C)=O)CC2)cc1	-5	-10	13*	7	107	104	-4	0.1	0.2
O=C1NN(c2ccc(Br)cc2)C(=O)/C1=C\c1ccc(O)cc1O	19	7	-8	0	101	99	24	8.5	0.5
O=C(NCCc1cccnc1)C1CCC(=O)N(CCc2cccc(F)c2)C1 (configuration not stated)	8	-5	0	1	101	99	-4	nt	nt
Cc1ccc(S(=O)(=O)N2CCC(C(=O)N3CCC[C@H]3C(=O)NC3CCS(=O)(=O)C3)CC2)cc1 (some centres not stated)	15	-1	0	-5	98	96	13	0.5	1.3
CC(C)(C)C(O)CN1CCCC1 (configuration not stated)	4	8	-3	-13	100	97	1	1.8	-0.2
CSc1nc(C)c(CCOCc2ccc(F)cc2)c(=O)[nH]1	53	-6	-4	0	102	98	-53	1.1	-1.7
CCOC(=O)C1CCCN(Cc2nc(N)nc(Nc3ccc(Cl)cc3)n2)C1 (configuration not stated)	16	-14	-4	5	100	109	-2	1.3	0.9
COc1ccc2oc(=O)cc(C)c2c1	21	11	-1	nt	nt	nt	12	0.8	1.9
COC(=O)[C@H](Cc1c[nH]c2ccccc12)NC(=O)Nc1ccccc1OC	27	4	3	-2	106	107	12	15	6.5
Oc1ccc(-c2onc3ccc(Cl)cc23)cc1	17	-5	-1	8	104	105	13	2.4	2.6
COc1ccc(C(=O)Nc2ccc(SC(F)F)cc2)cc1	-5	-6	-1	0	99	101	38	6.0	2.9
CC(C)CCNC(=O)CCS(=O)(=O)c1cccc2nonc12	19	-6	-1	0	96	99	13	0.0	-0.2
Cc1cccc(NC(=S)NC(=O)c2oc3ccccc3c2C)n1	-26	5	-3	0	99	94	14	0.1	-0.2
COc1cccc(-c2cc(C(=O)N3CCCCC3C)no2)c1 (configuration not stated)	-2	12	-7	nt	nt	nt	12	-1.4	-1.5
Cc1ccc(C(=O)Oc2cc(C)[nH]c(=O)c2[N+](=O)[O-])cc1	11	-8	1	-10	99	91	23	-0.7	0.5
COc1ccccc1-n1c(SCC(=O)Nc2ccc(NC(C)=O)cc2)nc2c([nH]c3ccccc32)c1=O	16	-12	-5	4	100	101	23	1.3	0.3
O=C(Nc1ccccc1C(=O)N1CCOCC1)c1ccco1	13	0	1	1	102	103	20	0.8	0.3

Next part; it opens with the 3 that closed the last part.
SMILES	PHOSPHO1 block	GPR7 antagonist	GalR3 antag	MEKK2 mut-MEK5	MEKK3 PB1 HTS	MEKK2 WT-MEK5	NALP1 inh	V1aR counter	OXTR agonist
Cc1ccc(C(=O)Oc2cc(C)[nH]c(=O)c2[N+](=O)[O-])cc1	11	-8	1	-10	99	91	23	-0.7	0.5
COc1ccccc1-n1c(SCC(=O)Nc2ccc(NC(C)=O)cc2)nc2c([nH]c3ccccc32)c1=O	16	-12	-5	4	100	101	23	1.3	0.3
O=C(Nc1ccccc1C(=O)N1CCOCC1)c1ccco1	13	0	1	1	102	103	20	0.8	0.3
Cc1ccnc(NC(=O)c2ccc(Cl)c(NC(=O)c3ccccc3C)c2)c1	nt	-10	nt	12	108	116	13	-0.9	-2.6
CCCn1nnc(NC(=O)c2ccc(-c3ccccc3)cc2)n1	-11	-7	1	3	102	103	6	3.6	3.6
COc1ccc(OC)c(NC(=O)CS(=O)(=O)Cc2nc(-c3ccccc3C)oc2C)c1	-14	-1	nt	3	106	108	35	-0.7	-1.9
NNc1ccc(Cc2ccc(Cl)cc2Cl)nn1	33	-8	2	-2	101	99	4	-0.2	0.0
COc1ccccc1-c1nc(C#N)c(N2CCC(C(N)=O)CC2)o1	25	-9	-2	2	103	98	1	-0.6	-0.1
Cc1n[nH]c(=S)n(NC(=O)CC(=O)Nn2c(=S)[nH]nc(C)c2=O)c1=O	-21	-3	-6	-1	101	98	-7	-0.8	0.1
Cc1nn(C)c(-c2n[nH]c(=S)n2Cc2ccco2)c1Cl	-41	2	1	0	93	96	10	-0.5	1.8
CCOc1ccc(Br)cc1S(=O)(=O)N1CCSC1	40	-5	-7	12	108	110	18	nt	nt
CCC(C)NC(=O)c1cc(-c2cccs2)nc2ccccc12 (configuration not stated)	33	-12	-10	-3	98	97	16	1.7	-1.8
Cc1ccnc(NC(=O)CSc2nnc3c(n2)[nH]c2ccccc23)c1	25	-4	nt	-8	100	88	16	1.1	0.0
CCN1CCc2c(OCc3ccc(C(=O)OC)o3)cccc2C1=O	15	-14	-1	-3	102	100	-17	0.5	-0.9
N#Cc1cc(C(=O)c2cc(Br)ccc2O)cn(C2CC2)c1=O	1	-9	-3	-4	95	97	-22	2.5	3.3
COc1ccc2nc3oc(C(=O)N4CCN(c5cccc(Cl)c5)CC4)cc3cc2c1	11	-8	-2	5	101	108	29	1.7	1.6
Cc1cc(O)cc(O)c1C(=O)Cc1cscn1	18	-2	1	1	100	98	-17	0.4	2.8
O=C(NC(=O)c1cccc(F)c1)OC[C@@H]1CCCN2CCCC[C@H]12	-12	-4	2	-4	96	102	18	0.8	0.3
C/C(=N/NC(=O)CNC(=O)c1ccco1)c1ccc(Cl)cc1	22	7	-1	-6	102	99	22	1.4	0.3
CCCCN(Cc1cc2cc(OC)ccc2[nH]c1=O)C(=O)c1ccccn1	24	7	5	23	108	106	30	1.0	0.4
CCOC(=O)c1[nH]c(C)c(/C(O)=C2\C(=O)C(=O)N(CCCn3ccnc3)C2c2ccncc2)c1C (configuration not stated)	18	1	-3	11	109	110	-17	-0.2	1.5
O=C(CN1CCN(C(=O)c2ccccc2)CC1)Nc1ccccc1	48	12	-11	-6	97	99	-11	1.2	0.4
C=CCn1c(SCC(=O)Nc2ccc(F)cc2)nc2cc(C(=O)O)ccc2c1=O	9	-5	-6	-10	104	86	4	0.1	-0.1
CC1=C(C(=O)OCC(C)C)C(c2cc3c(cc2Br)OCO3)NC(=O)N1C (configuration not stated)	-18	-10	0	4	103	97	3	-1.8	-2.2
CCS(=O)(=O)N1Cc2ccccc2CC1C(=O)NCCc1ccccc1 (configuration not stated)	11	-10	-1	8	104	103	7	-0.9	-1.6

From PubChem BioAssay
